Screening data from PubChem.
PNC assembly inh: inhibitors of perinucleolar compartment assembly; PC3M PTB-GFP, PNC prevalence imaging, 16 h; stronger effect = lower value; activity change (PNC), negative = inhibition, % at 10 µM; 140,000 compounds, 3.1% hits;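 active = readout at or below -70, meaning at least 70% loss of cells showing the perinucleolar compartment, a nuclear body marking cancer cells; inconclusive = readout between -30 and a set limit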;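 note: plate controls were DMSO wells for no effect and camptothecin positive control wells for full effect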
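Read-out is percentage of cells bearing a perinucleolar compartment, from automated 20x imaging of fixed, Hoechst-stained PC3M PTB-GFP cells. Cells were seeded 4 h, then exposed 16 h to compound (23 nl of library stock) in duplicate plates.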
ALOX15B inhib: inhibitors of human 15-lipoxygenase 2 (ALOX15B); purified 15hLO-2, xylenol orange hydroperoxide absorbance; 110,000 compounds, 0.56% hits; AID 881; Potency, µM (titrated, usually from 57.1 µM), inactives show top-dose activity change, negative = inhibition, hits mostly inhibitors; O15296; note: potency is the fitted concentration of half-maximal effect; nearly all actives have a fitted effect of over 60% in size; many of its hits are not listed in these tables
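Screening format was qHTS against 50 nM purified 15hLO-2 in Hepes pH 7.5 with detergent. Activity follows hydroperoxide formation from 45 uM arachidonic acid, measured as 573:405 nm absorbance ratio of the ferric-xylenol orange complex.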
IMPase cell inh: membrane-permeable compound that blocks inositol monophosphatase | CHO-M1 cells, IP1 accumulation, HTRF TR-FRET ratio | inhibition (IP1 accumulation), % at 46.1 µM | 120,000 tested, under 10 active; active = well fitted curve in the direction sought with a large enough effect in the signal ratio, not every such curve was filed as active; inconclusive = small, poorly fitted or top-dose-only effect, or a change in a side signal; inactive = no such curve, though single readings can be large or run the other way; the % refers to the signal ratio;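 note: cells stimulated with carbachol in lithium chloride buffer; plate controls were DMSO basal wells for no effect and reference inhibitor wells for full effect; higher means more IMPase inhibition seen as more IP1 and lower FRET ratio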
Target sequence (P97697 whole entry, looked up): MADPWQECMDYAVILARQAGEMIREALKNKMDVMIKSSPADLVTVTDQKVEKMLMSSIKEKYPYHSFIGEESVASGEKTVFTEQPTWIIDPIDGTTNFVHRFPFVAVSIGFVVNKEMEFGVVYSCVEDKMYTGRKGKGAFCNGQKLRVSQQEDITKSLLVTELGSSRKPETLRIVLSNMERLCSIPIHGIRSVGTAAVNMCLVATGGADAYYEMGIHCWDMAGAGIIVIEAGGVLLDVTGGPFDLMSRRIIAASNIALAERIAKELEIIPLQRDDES
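CHO-M1 cells (CHO stably expressing M1 receptor), compound up to 46 uM final, stimulated with carbachol (50 uM as added) in buffer with 50mM LiCl, pH 7.4, 30 min at 37C. Cytosolic IP1 read by TR-FRET; AC50 from Hill fits.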
12-hLO inh: blocks human 12-lipoxygenase activity; Potency, µM (titrated, usually from 57.1 µM), inactives show at the top dose activity change, negative = inhibition, actives largely listed as inhibitors; 150,000 compounds, 0.12% hits; purified 12-hLO, xylenol orange hydroperoxide absorbance; P18054; note: potency is the fitted concentration of half-maximal effect; nearly all actives have a fitted effect of over 55% in size; many of its hits are not listed in these tables
Target sequence (P18054 whole entry, looked up): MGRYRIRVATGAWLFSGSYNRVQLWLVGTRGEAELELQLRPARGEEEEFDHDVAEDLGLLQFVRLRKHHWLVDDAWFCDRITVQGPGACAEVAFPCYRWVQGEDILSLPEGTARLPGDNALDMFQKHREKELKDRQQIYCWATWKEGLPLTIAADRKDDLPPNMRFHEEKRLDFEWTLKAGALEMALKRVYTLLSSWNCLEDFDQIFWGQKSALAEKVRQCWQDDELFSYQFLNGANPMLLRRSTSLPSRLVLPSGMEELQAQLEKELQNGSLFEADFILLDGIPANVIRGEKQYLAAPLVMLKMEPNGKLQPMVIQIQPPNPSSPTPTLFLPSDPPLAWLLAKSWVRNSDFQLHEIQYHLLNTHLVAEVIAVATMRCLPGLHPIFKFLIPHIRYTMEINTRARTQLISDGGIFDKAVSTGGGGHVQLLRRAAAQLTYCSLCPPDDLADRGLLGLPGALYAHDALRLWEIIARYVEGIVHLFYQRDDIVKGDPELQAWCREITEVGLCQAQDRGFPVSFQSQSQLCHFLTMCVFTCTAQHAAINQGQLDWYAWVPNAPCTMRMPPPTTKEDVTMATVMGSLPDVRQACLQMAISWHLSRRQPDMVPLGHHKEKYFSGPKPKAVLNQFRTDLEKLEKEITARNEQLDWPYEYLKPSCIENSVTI
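Hydroperoxide formation by human 12-lipoxygenase from 40 uM arachidonic acid was followed colorimetrically via ferric-xylenol orange complex, using the 573/405 nm absorbance ratio. Enzyme concentration was 150 nM, with 30 min reaction at room temperature.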
* hit, by the source's call; ? = inconclusive; nt = no result given; [ ] = another dose, or the depositor's remark. Unless noted, calls come from the whole dose curve; as a rule, active = well fitted curve in the direction sought with a large enough effect; inconclusive = small, poorly fitted or top-dose-only effect, or another doubt; inactive = no such curve, though single readings can be large; an effect the other way counts as inactive or inconclusive. Unless noted, % is set by controls: 0 for no effect and ±100 for the full control effect.

SMILES	PNC assembly inh	ALOX15B inhib	IMPase cell inh	12-hLO inh
O=C(CCCN1C(=O)c2ccccc2C1=O)NCCC1=CCCCC1	-13	2%	2	3%
CCCC(c1nnnn1CCC(C)C)N1CCC(C(N)=O)CC1 (stereo not given)	2	4%	-3	-5%
COc1ccc(CNc2ccc(S(N)(=O)=O)cc2)cc1	48	nt	-4	1%
CSCCC(NC(=O)c1cc([N+](=O)[O-])ccc1Cl)C(=O)O (stereo not given)	-82*	nt	2	1%
CCC(=O)N1CCc2cc(S(=O)(=O)NCCCOC)ccc21	25	4%	5	1%
CC(CN(C)Cc1ccccc1)OC(=O)c1cccc(F)c1 (stereo not given)	-24	nt	nt	8%
O=C(CSc1nc(C2CC2)nc2ccccc12)N1CCc2ccccc2C1	15	3%	-11	-6%
COC(=O)N/N=C/c1ccc(-c2ccc(Cl)c(Cl)c2)o1	12	nt	-3	-12%
CC(C)(C)N(NC(=O)Nc1ccc(Cl)cc1)C(=O)c1ccccc1	16	-5%	7	1%
Cc1ccc(S(=O)(=O)c2c(N)n(CCN3CCOCC3)c3nc4ccccc4nc23)cc1C	?	-17%	2	1%
COC(=O)c1nnc(-c2ccccc2)nc1OC	-1	6%[11.4 µM]	0[1.84 µM]	1%
C=CCNC(=O)c1c(Cl)nc(C)c([N+](=O)[O-])c1C	?	nt	7	0%
Cc1cccc(NCc2nc(SCC(N)=O)n[nH]2)c1	8	0%	4	1%
Cc1[nH]c2ccccc2c1C(=O)C(=O)NCCc1ccc(S(N)(=O)=O)cc1	?	nt	nt	0%
CCN(CC)S(=O)(=O)c1ccc(NC(=O)COC(=O)CNS(=O)(=O)/C=C/c2ccccc2)cc1	24	nt	nt	6%
COc1ccc(/C=C/C(=O)NCc2cccnc2)cc1	-7	nt	-3	3%
CCCn1c(=O)c(C(=O)Nc2ccccc2)c(O)c2ccccc21	?	nt	-5	-18%
O=C(O)CCCCCn1c(SCC(=O)N2CCCC2)nc2ccsc2c1=O	43	nt	8	4%
COc1cc(CNCCc2ccccc2)ccc1OCC(=O)NC(C)(C)C	64	52%[activator]	1	-5%
COc1ccc(-c2cn3c(C)c(C(=O)Nc4cccc(C)n4)sc3n2)cc1	?	nt	-9	-2%
CC(C)(C)NC(=O)NC(=O)CSc1ncc(C(F)(F)F)cc1Cl	-1	-2%	-1	-2%
Cn1c(=O)c2c(nc(CN3CCN(C(=O)c4ccco4)CC3)n2CCCc2ccccc2)n(C)c1=O	29	-2%	-4	8%
CC1(CCc2ccccc2)NC(=O)N(Cc2nnc(-c3ccccc3Br)o2)C1=O (stereo not given)	-22	-5%	3	0%
COC(=O)c1ccc(C)c(NS(=O)(=O)c2ccc(OC)cc2)c1	-94*	5%	6	-10%
CC(=O)Nc1ccc(N/C=C/C(=O)c2ccco2)cc1	?	1%	3	-10%
COc1ccc(C2=NOC(C(=O)Nc3c(C)n(C)n(-c4ccccc4)c3=O)C2)cc1OC (stereo not given)	27	2%	3	-6%
NC(=O)CNC(=O)[C@@H]1CC2(CC(c3ccc(Cl)cc3)=NO2)CN1C(=O)c1ccccc1 (stereo not given in full)	-24	-2%	7	4%
COc1ccc(C(=O)Nc2cccc(OC(=O)c3ccc(C)c(C)c3)c2)cc1	-8	6%	6	-10%
Cc1cc(C(=O)Nc2cccc(/C=C/C(=O)O)c2)c(C)o1	-7	4%	-4	-6%
O=C1C=C(O)CC(c2ccc(Cl)c(Cl)c2)C1 (stereo not given)	23	6%	15	-8%
Cc1nnc(SCC(=O)Nc2sc3c(c2C#N)CCCCC3)n1N	23	-6%	3	-11%
CC(=O)Nc1ccc(NC(=O)c2c(C)nc3ccccn23)cc1	-14	-7%	11	-1%
COc1ccc(S(=O)(=O)N2CCCC(C(=O)Nc3ccc(OC)c(OC)c3)C2)cc1 (stereo not given)	-1	5%	-10	-9%
CC(C)(C)CNc1cc(N2CCCC2)ccc1[N+](=O)[O-]	18	-6%	-8	2%
CC(C)CCCC(C)C1CCC2C3CC=C4CC(O)CCC4(C)C3CCC12C (stereo not given)	nt	2%	1	-4%
CCOC(=O)N1CCN(S(=O)(=O)c2cccs2)CC1	47	-1%	8	2%
COCC(=O)N(Cc1nc2ccccc2c(=O)[nH]1)Cc1cccs1	-12	1%	2	2%
O=C(c1ccc(F)cc1)n1ccc(-c2cnc(-c3ccccc3)s2)n1	10	-2%	-4	6%
N#Cc1cccc(NC(=O)N2CCCC3(CCN(C(=O)c4csnn4)CC3)C2)c1	nt	2%	nt	1%
CCN(CC)c1ccc(NC(=O)c2[nH]c(C)c(C(C)=O)c2C)c(C)c1	-4	16%[2.29 µM]	24	-2%

Whole records from above. Values in the order: PNC assembly inh	ALOX15B inhib	IMPase cell inh	12-hLO inh
COc1ccc(S(=O)(=O)N2CCCC(C(=O)Nc3ccc(OC)c(OC)c3)C2)cc1 (stereo not given) is listed with -1	5%	-10	-9%
Cc1cccc(NCc2nc(SCC(N)=O)n[nH]2)c1 is listed with 8	0%	4	1%
O=C(O)CCCCCn1c(SCC(=O)N2CCCC2)nc2ccsc2c1=O is listed with 43	nt	8	4%
COc1ccc(C2=NOC(C(=O)Nc3c(C)n(C)n(-c4ccccc4)c3=O)C2)cc1OC (stereo not given) is listed with 27	2%	3	-6%
O=C(c1ccc(F)cc1)n1ccc(-c2cnc(-c3ccccc3)s2)n1 is listed with 10	-2%	-4	6%

Continued.
SMILES	PNC assembly inh	ALOX15B inhib	IMPase cell inh	12-hLO inh
O=C(Oc1ccc(=O)n(-c2ccccc2)n1)c1ccc(Cl)cc1	54	-12%	-2	-1%
COc1ccc(N=C2NN=C(c3c(C)[nH]c4ccccc34)CS2)cc1	-21	nt	nt	-10%
CCOC(=O)c1nn(-c2ccccc2F)c(-c2ccccc2)c1C(=O)c1ccccc1	-6	-9%	3	-3%
CCOc1ccc(-n2c(SCc3ccc(C(=O)OC)o3)nc3c(c2=O)SCC3)cc1	48	-14%	9	-1%
CCOC(=O)Nc1sc(C)c(C)c1C(=O)OCC	-11	nt	nt	2%
O=C1c2ccccc2C(=O)c2c1ncn2-c1ccccc1	-13	nt	nt	-1%
O=C(OCn1nnc2ccccc2c1=O)C1CCN(S(=O)(=O)c2cccs2)CC1	-100*	nt	0	0%
Fc1ccc(N/N=C/C=C/c2ccccc2)c(F)c1	-10	nt	-5	?
O=C(N/N=C/c1c(Cl)[nH]c2ccccc12)c1sc2ccccc2c1Cl	41	nt	-3	-4%
CN(C)c1ccc(-c2nn3c(C4CCCCC4)nnc3s2)cc1	?	-11%	1	1%
COc1oc(-c2ccc(Cl)cc2)nc1C(F)(F)F	?	nt	1	1%
COc1cccc(-c2nc(NCCN3CCOCC3)c3ccccc3n2)c1O	109	36%[activator]	10	4%
CCOc1ccc(C(=O)NCCC(=O)NCCCC(=O)O)cc1	?	1%	0	-3%
O=c1c2cnn(-c3ccccc3)c2ncn1Cc1ccccn1	?	-3%	7	-1%
O=c1c(CCc2ccccc2)nc2cnc(Oc3cccc(Cl)c3)nc2n1C[C@H]1CCCO1	nt	-2%	nt	-5%
CCOC(=O)Cc1csc(NC(=O)C2CCCCC2C(=O)O)n1 (stereo not given)	-22	-3%	1	7%
COc1ccc(S(=O)(=O)N/N=C/c2ccc(OCCN3CCOCC3)c(OC)c2)cc1	31	nt	nt	-2%
Cc1cccc(C(=O)NC2CC3CCCC(C2)N3S(=O)(=O)c2ccccc2)c1 (stereo not given)	?	-6%	4	13%
CCOc1ncccc1C(=O)OCc1ccc(Cl)cc1	42	nt	nt	8%
COCCN=C1Sc2nc3ccc(C)cc3cc2CN1Cc1ccco1	9	12%	-5	-24%
Cc1[nH]c2ccccc2c1SCCNC(=O)c1ccc(Br)o1	?	nt	-2	-4%
COc1cc2nc(N(C)CCCNC(=O)[C@@H]3CCCO3)nc(N)c2cc1OC	nt	2%[25.6 µM]	-6[20.6 µM]	2%[25.6 µM]
CN(Cc1ccccc1)S(=O)(=O)c1ccc(NC(=O)C2CCCO2)cc1 (stereo not given)	?	0%	3	-4%
CCC(CC)c1nnc(NC(=O)c2cc(-c3ccccc3)nc3ccccc23)s1	23	nt	-7	0%
Cc1ccc(C(=O)c2cc([N+](=O)[O-])ccc2N2CCOCC2)cc1C	?	nt	nt	-14%
COc1ccc(-n2c(COc3ccc(C)cc3)nnc2SCc2ccc(C#N)cc2)cc1	?	1%	7	-12%
Cc1cc(C)c2nc(N3CCN(C)CC3)c(C#N)cc2c1	?	36%[activator]	-20	-3%
CCn1c(=O)c2c(nc3n2CC(C)CN3CCc2ccccc2)n(C)c1=O (stereo not given)	2	-7%	5	-7%
COC(=O)c1ccc(C(NC(=O)OCc2ccccc2)/C(C)=C/[C@@H](C)C(=O)N(C)Cc2cccnc2)cc1 (stereo not given in full)	nt	28%	nt	6%
O=C(N/N=C/c1ccc([N+](=O)[O-])o1)c1cc(-c2cccc(Br)c2)nc2ccccc12	39	-4%	5	-5%
Cc1ccc(C)c(-n2c(CNC(=O)c3ccco3)nnc2SCC(=O)N2CCc3ccccc32)c1	-13	-3%	3	-2%
O=C(CN1CCC(C(=O)c2cccc(F)c2)CC1)NCc1cccs1	5	nt	-1	-3%
O=C(O)c1ccc2c(c1)-c1nc3ccccc3n1C2=O	1	-5%	-11	-15%
COc1cccc(NC(=O)CSc2nncn2-c2ccccn2)c1	9	-7%	10	-2%
O=C(Nc1ccccn1)C12CC3CC(C1)CC(C(=O)Nc1ccccn1)(C3)C2	24	12%	4	1%
Cc1cccnc1NC(=O)CCCN1C(=O)c2ccccc2C1=O	-7	2%	0	2%
COc1cc2c(cc1NC(=O)/C=C/c1cc(OC)c(OC)c(OC)c1)oc1ccccc12	?	nt	0	-2%
CC(=O)Nc1ccc(S(=O)(=O)Oc2ccc3c(c2)C(C)=CC(C)(C)N3)cc1	-109*	nt	nt	-6%
CCCn1c(=O)c2[nH]c(-c3ccccc3)nc2n(CCC)c1=O	nt	10%	1	-1%
N/C(=N\O)c1ccc(NC(=O)c2ccc(Br)o2)cc1	47	3%	11	-1%

Ordered by length of the SMILES (ascending): some entries from above
SMILES	PNC assembly inh	ALOX15B inhib	IMPase cell inh	12-hLO inh
O=C(O)c1ccc2c(c1)-c1nc3ccccc3n1C2=O	1	-5%	-11	-15%
N/C(=N\O)c1ccc(NC(=O)c2ccc(Br)o2)cc1	47	3%	11	-1%
CC(=O)Nc1ccc(S(=O)(=O)Oc2ccc3c(c2)C(C)=CC(C)(C)N3)cc1	-109*	nt	nt	-6%

(further entries)
SMILES	PNC assembly inh	ALOX15B inhib	IMPase cell inh	12-hLO inh
Cc1c(Cc2ccccc2)c(=O)oc2cc(OCC(=O)c3ccccc3)ccc12	?	nt	-3	0%
CCn1cc(C(=O)N2CCOCC2)c(=O)c2cc(S(=O)(=O)N(C)C)ccc21	-4	2%	3	2%
C/C(=N\NC(=O)c1ccc(Cn2cc([N+](=O)[O-])cn2)o1)c1cccc(NC(=O)C(C)C)c1	44	nt	nt	-3%
COc1cc(OC)cc(C(=O)NCc2nc(-c3ccccc3)no2)c1	-2	-6%	8	1%
CC1=CC(=O)C=C(C)C1=NOc1ccccc1[N+](=O)[O-]	18	nt	nt	9%
O=C(Nc1cccnc1)c1cc(F)cc(F)c1	30	-5%	-3	-4%
O=C(CSc1nc(-c2ccco2)cc(C(F)(F)F)n1)Nc1ccc2c(c1)CCC2	4	-3%	11	1%
COc1ccc(N(CC(=O)Nc2cc(OC)ccc2OC)S(C)(=O)=O)cc1	-11	nt	-6	-6%
Cc1ccc(-n2c(C3CC3c3ccc(Cl)cc3)n[nH]c2=S)cc1 (stereo not given)	?	?	5	?
CCOc1nc(Nc2ccc(OC)c(Cl)c2)nc(N2CCN(c3ccc(OC)cc3)CC2)n1	17	16%	-4	-9%
COc1ccc(S(=O)(=O)Nc2cccc(N(C)S(C)(=O)=O)c2)cc1C	-12	nt	-2	-3%
COc1cccc(-n2nc(-c3ccnn3-c3ccccc3)c(=O)n(C)c2=O)c1	44	-5%	5	6%

Some of the compounds tested; the hit share may differ from the screen's.
